M. tuberculosis: growth inhibition of non-replicating M. tuberculosis (AID 488890); actives 0.39% (n = 320,000); inhibition, % at 25 µM, or IC50 in µM where a hit was titrated; Mycobacterium tuberculosis non-replicating, growth inhibition; higher % means a stronger effect; in the data active means a potency from the dose series; inconclusive means inhibition mostly from about 82% at the one dose, without a potency; inactive means the rest, 99 in 100 with inhibition below about 76%;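 further: plate controls were DMSO cells for no effect and high antibiotic wells for full effect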
influenza NS1A: H1N1 influenza NS1A inhibitors, functional cell based assay (AID 504329); NS1A functional cell-based assay, percent inhibition; higher % means a stronger effect; inhibition, % at 12.5 µM, or IC50 in µM where a hit was titrated; actives 0.3% (n = 340,000); in the data active means a potency from the dose series; inconclusive means inhibition above about 27% without an active follow-up result; further: strong numbers were not always called active
Salmonella PhoP GFP: PhoP regulon inhibitors, Salmonella typhi PhoP promoter GFP reporter, confirmatory (AID 1850); Salmonella Typhi PhoP-promoter GFP reporter, fluorescence, 4 h; higher % means a stronger effect; inhibition, % at 50 µM, or IC50 in µM where a hit was titrated; actives 0.33% (n = 310,000); in the data active means a potency from the dose series; inconclusive means inhibition mostly from about 25% at the one dose, without a potency; inactive means the rest, 99 in 100 with inhibition below about 19%;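 further: 0% = induced wells with vehicle and 100% = uninduced wells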
inhibitors of VEEV: inhibitors of VEEV TC-83 cytopathic effect, confirmation, Vero cells (AID 588727). Vero cells, VEEV TC-83 cytopathic effect inhibition; higher % means a stronger effect. inhibition, % at 20 µM, or IC50 in µM where a hit was titrated. actives 0.13% (n = 350,000); in the data active means a potency from the dose series; inconclusive means inhibition mostly from about 14% at the one dose, without a potency; inactive means the rest, 99 in 100 with inhibition below about 12%; further: strong numbers were not always called active
M. tuberculosis HTS: M. tuberculosis growth inhibition, HTS (AID 449762); M. tuberculosis H37Rv growth inhibition, 7H9 media; higher % means a stronger effect; inhibition, % at 25 µM, or IC50 in µM where a hit was titrated; actives 0.59% (n = 330,000); in the data active means a potency from the dose series; inconclusive means inhibition above about 70% without an active follow-up result;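 further: bacterial growth assessed after seven days of incubation; strong numbers were not always called active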
inhibitors of VEEV 10K pilot screen: recorded beside inhibitors of VEEV, whose call it bears; inhibition, %; measured here: 10K pilot screen inhibition
Numbers without * were called inactive; i = inactive; ? = inconclusive; / = no result given.

SMILES | M. tuberculosis | influenza NS1A | Salmonella PhoP GFP | inhibitors of VEEV | M. tuberculosis HTS | others
CCNc1nc(=S)nc(NCc2ccccc2)[nH]1 | -9% | / | 1% | / | -13%
O=C(Cn1cc([N+](=O)[O-])ccc1=O)NCC1COc2ccccc2O1 (stereo not drawn) | -8% | -10% | / | 0.7% | -2%
Cc1cc(C)nc(NC(=O)c2c(-c3ccccc3Cl)noc2C)n1 | 6% | 10% | -4% | 3.4% | -1%
Cc1ccc(NC(=O)c2ncn(CCCNCC(C)c3ccccc3)n2)cc1C (stereo not drawn) | / | -6% | / | i | /
COc1ccc(/C(C)=N/NC(=O)c2nnn(-c3nonc3N)c2CN(C)c2ccccc2)cc1 | 1% | 11% | -3% | i | -3%
COc1ccc(CN2CCNC(=O)C2CC(=O)N(C)C2CCOCC2)c(F)c1 (stereo not drawn) | -10% | -7% | -6% | 2.5% | -5%
CC(Oc1cccc(Cl)c1)C(=O)Nc1cc(S(=O)(=O)N2CCCCC2)ccc1N1CCOCC1 (stereo not drawn) | 2% | -4% | 2% | 5.0% | -5%
COc1ccc2oc(C(F)(F)C(F)(F)F)cc(=O)c2c1 | -17% | 6% | 2% | 1.1% | -4%
Cc1ccc(NC(=O)Cc2ccc(-c3ccccc3)cc2)nc1 | 74% | -8% | -6% | 11% | 25µM*
C=CC[C@H](CC(=O)OC(C)(C)C)C(=O)OC[C@H]1CCCN1C(=O)[C@H](CC=C)CC(=O)N(CCO)Cc1ccccc1 | 7% | 3% | / | 0.8% | 0%
O=C(CN(Cc1ccc2c(c1)OCO2)C(=O)c1cnsn1)NC1CCCC1 | 0% | -8% | -4% | 0.7% | -3%
O=C(N/N=C/c1ccccc1OC(=O)N1CCOCC1)c1cccs1 | ? | 2% | -2% | 0.1% | 25%
O=c1c2ccccc2oc2cc(OCc3cccc(F)c3)cc(O)c12 | 16% | 4% | -8% | 0.4% | 16%
O=C(CSC1=NS(=O)(=O)c2cc(F)ccc2N1)NCc1ccccc1Cl | 44% | -6% | -1% | 1.1% | 2%
Cc1c(OCC(=O)NCCCN2CCOCC2)ccc2c1oc(=O)c1ccccc12 | 21% | -5% | 15% | 1.8% | 3%
CCC1(c2ccccc2)SC(N)=NC1=O (stereo not drawn) | / | 4% | / | i | /
COc1ccc2[nH]c(C(=O)NCc3ccccc3)cc2c1 | -2% | 15% | -3% | 3.5% | -11%
COCCCNC(CC(=O)Nc1cc(C)cc(C)c1)C(=O)O (stereo not drawn) | -6% | 9% | 7% | 0.7% | 6%
O=C(NCCCN1CCN(CCCNC(=O)c2cccc(Cl)c2)CC1)c1cccc(Cl)c1 | 43% | 4% | 9% | i | -5%
CC(=O)Nc1ccc(S(=O)(=O)NC2CCCCCC2)cc1 | 0% | 2% | 7% | 3.1% | 0%
COc1cc(OC)cc(C(=O)NNC(=S)NC2CC2)c1 | -10% | -13% | 7% | 0.8% | -1%
COc1ccc(CC(NC(C)=O)C(=O)NC2CCN(c3nc(C)cc(C)c3C#N)CC2)c(OC)c1 (stereo not drawn) | 10% | 3% | 12% | 0.6% | 1%
O=C(O)COc1ccccc1/C=N/NC(=O)Cc1csc(Nc2cccc(C(F)(F)F)c2)n1 | 4% | / | 9% | 1.8% | 34%
O=S(=O)(Nc1nc2ccccc2nc1NCC1CCCO1)c1ccc(F)cc1 (stereo not drawn) | 15% | -7% | 1% | 0.9% | 3%
C/C=C1/C[N+]2(C)CCC34C(=C(C=O)[C@H]1C[C@@H]32)Nc1ccccc14 (stereo partly drawn) | 12% | 5% | -2% | 1.8% | -4%
CC(C)c1ccccc1OCC(=O)NCC(c1cccs1)N1CCOCC1 (stereo not drawn) | -1% | 3% | 7% | 6.1% | 3%
Cc1cc(C)nc(SCC(=O)c2ccc3c(c2)OCCO3)n1 | 0% | -8% | 5% | 0.1% | -1%
O=[N+]([O-])c1cccnc1NCCc1c[nH]c2ccccc12 | 0% | -16% | -4% | 0.8% | 9%
CC1(C)CC(CC(=O)O)(c2ccccc2)CCO1 (stereo not drawn) | -9% | 3% | -3% | 0.7% | 0%
O=C(NCc1cccnc1)c1ccc2c(c1)N(Cc1ccccc1)CCS2 | 22% | 3% | 13% | 4.1% | -5%
Fc1c(F)c(F)c(/C=N/NC(=S)Nc2cccnc2)c(F)c1F | -4% | 5% | -10% | 3.4% | 26%
CC1(C)CC(=O)C=C(Nc2ccccc2F)C1 | -14% | -53% | -9% | 1.0% | -5%
O=C(CCCCCNS(=O)(=O)c1ccc(Br)cc1)NCCN1CCOCC1 | 4% | -1% | -6% | i | -3%
O=C(CSc1ccsc1[N+](=O)[O-])N1CCN(c2ccccc2)CC1 | 64% | -6% | 7% | 1.7% | 11%
CC(C)Cn1c(=O)c2ccccc2n2c(CCC(=O)NCc3ccccn3)nnc12 | -13% | 5% | 4% | 2.8% | 2%
COCCNC(=O)CSc1nc2ccccc2c(=O)n1CCC(=O)N1CCN(c2ccccc2)CC1 | 13% | 0% | 8% | 4.1% | -7%

An excerpt from above in order of molecular weight, low to high:
SMILES | M. tuberculosis | influenza NS1A | Salmonella PhoP GFP | inhibitors of VEEV | M. tuberculosis HTS | others
CC1(C)CC(=O)C=C(Nc2ccccc2F)C1 | -14% | -53% | -9% | 1.0% | -5%
CC1(C)CC(CC(=O)O)(c2ccccc2)CCO1 (stereo not drawn) | -9% | 3% | -3% | 0.7% | 0%
CC(C)Cn1c(=O)c2ccccc2n2c(CCC(=O)NCc3ccccn3)nnc12 | -13% | 5% | 4% | 2.8% | 2%

The listing continues:
SMILES | M. tuberculosis | influenza NS1A | Salmonella PhoP GFP | inhibitors of VEEV | M. tuberculosis HTS | others
CCC(=O)N/C(N)=N/c1nc(C)c2cc(OC)ccc2n1 | 71% | 14% | 5% | i | 26%
Clc1ccccc1COc1ccc(/C=N/n2cnnc2)cc1 | 46% | 0% | -10% | 1.0% | 8% | inhibitors of VEEV 10K pilot screen=0.4
O=C(CN1C(=O)CCS(=O)(=O)c2ccccc21)NCc1ccc(F)cc1 | -5% | -19% | -18% | 4.2% | -2%
CC1=NNC(=O)C1CC(=O)N/N=C(\C)c1cccs1 (stereo not drawn) | -11% | 1% | 13% | i | -5%
CN(CCNC(=O)C1CCN(S(=O)(=O)c2cnc[nH]2)CC1)Cc1ccccc1 | -12% | 2% | 3% | 0.6% | -9%
CCCC(=O)NCc1ccncc1 | -10% | / | -20% | / | -2%
CCC(=O)N1CCc2cc(Br)c(S(=O)(=O)CCC(=O)NCCc3ccccc3)cc21 | / | -9% | / | 0.5% | /
O=C1CC[C@@H]2CC(N3CCN(c4ccccc4)CC3)C[C@@H]3CCN1[C@H]23 (stereo partly drawn) | / | 7% | / | 0.1% | /
Cc1cnc(C(=O)Nc2ccc(-n3cnnn3)cc2)cn1 | -11% | -1% | 1% | 1.8% | 0%
CCC(C)Sc1nnc(CSc2nc3nc(C)cc(C)n3n2)o1 (stereo not drawn) | -1% | -8% | -3% | 0.2% | -1%
CCN(CC)c1ccc(/C=N/NC(=O)Nc2ccccc2)cc1 | 44% | -1% | -9% | 3.9% | 4%
C=CCn1nnnc1SCC(=O)Nc1ccc(C(=O)OC)cc1 | 26% | -5% | -3% | 1.6% | -2%
COc1ccc(NC(=O)COC(=O)c2c(-c3ccccc3)noc2C)cc1 | 63% | -30% | 4% | 0.5% | 67%
CCCc1nnc(-c2cc(OC)c(OC)c(OC)c2)o1 | 7% | 0% | 0% | 0.3% | -4%
COc1cccc(C(=O)Nc2nc(-c3ccc4c(c3)OCO4)cs2)c1 | / | 7% | -1% | 9.6% | ?
Cc1ccc(NC2CCCN(C(=O)c3cnsn3)C2)cc1C (stereo not drawn) | 1% | 8% | 9% | 1.2% | 3%
CC(NCc1ccccc1C(F)(F)F)C(O)c1ccccc1 (stereo not drawn) | 3% | -7% | -6% | i | -2%
COc1ccc(N(CC(=O)NC2CCCC2)C(=O)Cn2nnc(-c3ccc(OC)c(OC)c3)n2)cc1 | -3% | -4% | -8% | 1.4% | -2%
COc1cnc(-c2ccccn2)nc1Oc1ccc(Cl)cc1 | ? | 14% | -9% | i | 2%
CCCn1nnc(NC(=O)Cc2ccccc2)n1 | -8% | -1% | 10% | 0.0% | -2%
CCOC(=O)c1c(-c2ccccc2Cl)csc1NC(=O)CSc1nc(C)cc(=O)[nH]1 | 18% | -5% | 1% | 0.5% | 10%
CCN1/C(=C2/SC(=S)N(C)C2=O)C=Cc2cc(C)ccc21 | 3% | 10% | 8% | 1.6% | 8%
CC1CN(C2=Nc3cccc4cccc2c34)CC(C)O1 (stereo not drawn) | 11% | 11% | -18% | i | -3%
CC1CCN(S(=O)(=O)c2ccc3ncn(CC(=O)N(C)Cc4ccccc4)c(=O)c3c2)CC1 | -2% | 0% | 5% | i | -5%
Nc1nc2nonc2nc1N1CCCCC1 | -1% | -8% | 2% | 0.1% | -6%
O=C(CCN1C(=O)c2ccccc2C1=O)C1=NN[C@@H]2C(=O)N(c3ccc4c(c3)OCO4)C(=O)[C@H]12 | 1% | / | -1% | i | -2%
COc1ccc(S(=O)(=O)NCC2CCC(C(=O)NCc3ccco3)CC2)cc1 (stereo not drawn) | -13% | -27% | -1% | i | -1%
Cc1nc(NC(=O)c2ccco2)sc1-c1csc(Nc2ccc(Cl)cc2Cl)n1 | 9% | -2% | 4% | 1.5% | 54%
CC(=O)c1cc(N2CCC(C(=O)O)CC2)ccc1[N+](=O)[O-] | -11% | / | 0% | 1.2% | -3%
CCn1nc([N+](=O)[O-])c2c(-c3nc4ccccc4o3)c(N)n(CCCOC)c2c1=O | 1% | 3% | -4% | 0.4% | 1%
CCOC(=O)c1c(CN(CC)CC)oc2cc(Br)c(O)cc12 | 2% | 9% | 3% | 0.8% | -3%
CCCCOC(=O)Nc1nnc(C(C)C)s1 | 11% | 4% | -9% | 0.6% | 4%
O=C(Cn1nnc(-c2ccccc2F)n1)N1CCCCC1 | -9% | -4% | -2% | 0.3% | 7%
COc1ccc(CCNc2ccncn2)cc1OC | -6% | 0% | 0% | 1.9% | 3%
CC(OC(=O)Cc1c[nH]c2ccccc12)C(=O)Nc1ccc(S(N)(=O)=O)cc1 (stereo not drawn) | 12% | -3% | -7% | 1.7% | -1%
CC(OC(=O)c1cccc(S(=O)(=O)Nc2cccc(C(F)(F)F)c2)c1)C(=O)Nc1ccc2c(c1)OCCO2 (stereo not drawn) | 36% | 1% | -9% | 2.8% | -9%

Of the compounds above, these contain a furan ring, fused or not:
SMILES | M. tuberculosis | influenza NS1A | Salmonella PhoP GFP | inhibitors of VEEV | M. tuberculosis HTS | others
COc1ccc(S(=O)(=O)NCC2CCC(C(=O)NCc3ccco3)CC2)cc1 (stereo not drawn) | -13% | -27% | -1% | i | -1%
Cc1nc(NC(=O)c2ccco2)sc1-c1csc(Nc2ccc(Cl)cc2Cl)n1 | 9% | -2% | 4% | 1.5% | 54%
CCOC(=O)c1c(CN(CC)CC)oc2cc(Br)c(O)cc12 | 2% | 9% | 3% | 0.8% | -3%

New compounds follow.
SMILES | M. tuberculosis | influenza NS1A | Salmonella PhoP GFP | inhibitors of VEEV | M. tuberculosis HTS | others
CCCc1ccc(Oc2coc3cc(OCC(=O)Nc4ccccc4C)ccc3c2=O)cc1 | -1% | 0% | 1% | 0.6% | -5%
Cc1ccc(-c2nc(CSCC(=O)N3CCN(c4ccccn4)CC3)c(C)o2)cc1 | 50% | 6% | 6% | i | 9%
C=CCNc1nc(Cl)nc(Nc2ccc(OC)cc2)n1 | / | 0% | 0% | 1.2% | /
COc1ccc(N2C(=O)CC(NCCNc3ccc([N+](=O)[O-])cn3)C2=O)cc1 (stereo not drawn) | 12% | 6% | -3% | i | 0%
Clc1ccc2oc(-c3cccnc3NCc3ccccc3)nc2c1 | 76% | -15% | -14% | 1.6% | -4% | inhibitors of VEEV 10K pilot screen=0.8
COc1ccc(C2=CC(=O)C[C@H](CN3C(=O)c4ccccc4C3=O)N(C(=O)OC(C)(C)C)O2)cc1 | / | 18% | / | i | /
O=C(C1CCCN(S(=O)(=O)c2cccc3nonc23)C1)N1CCN(c2cccc(Cl)c2)CC1 (stereo not drawn) | 23% | -6% | 2% | 9.6% | 44%
CSc1ccc(CNC(=O)C2Cc3cc(S(=O)(=O)N4CCCCC4)ccc3N2C(C)=O)cc1 (stereo not drawn) | 9% | 6% | -1% | 0.5% | 46µM*
CCOC(=O)c1c(NC(=O)C2=C(C)NC(=S)NC2c2ccc(CC)cc2)sc(C)c1C (stereo not drawn) | 35% | / | 7% | / | /
O=C(NCCOc1ccc(F)cc1)C1CCC(=O)N(CCCN2CCCC2=O)C1 (stereo not drawn) | 2% | 1% | -3% | 1.5% | -3%
Cc1nn(-c2ccccc2C(=O)O)c(=O)c2ccccc12 | 2% | 1% | 1% | 1.2% | -1% | inhibitors of VEEV 10K pilot screen=0.1
